Screening results: PubChem BioAssay, Sanford-Burnham Center for Chemical Genomics
hIAP inh: human IAP inhibition; P09923; purified IAP, CDP-Star luminescence, 30 min; inhibition, % at 10 µM; 330,000 tested, 0.12% active; AID 2544;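 active = inhibition reaching a set limit with compound at 10 µM in the primary screen, cut at about 35% in these data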;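 also: plate controls were DMSO wells with enzyme for no effect and no-enzyme buffer wells for full effect; values of inactives mirror those of a sister screen read the other way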
NALP3 yeast inh: NALP3 inhibition in yeast; Yeast reconstituted NLRP3/ASC/caspase-1, beta-gal luminescence, 24 h; inhibition, % at 10 µM; AID 2825; 330,000 tested, 0.39% active;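 active = inhibition of 50% or more; inactive = inhibition below 50%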;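 also: plate controls were induced DMSO wells for no effect and uninduced yeast grown without galactose for full effect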
A3G deaminase: APOBEC3G (human) deaminase inhibition; Q9HC16; recombinant A3G, ssDNA deamination FAM/TAMRA fluorescence; inhibition, % at 20 µM; 330,000 tested, 0.28% active;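 active = inhibition of at least 40% at 20 µM, with no more than 30% in the related APOBEC3A deaminase screen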;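 also: plate controls were DMSO wells with A3G for no effect and wells lacking A3G enzyme for full effect; some compounds called inactive have numbers as strong as hits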
Target sequence (Q9HC16 whole entry, looked up): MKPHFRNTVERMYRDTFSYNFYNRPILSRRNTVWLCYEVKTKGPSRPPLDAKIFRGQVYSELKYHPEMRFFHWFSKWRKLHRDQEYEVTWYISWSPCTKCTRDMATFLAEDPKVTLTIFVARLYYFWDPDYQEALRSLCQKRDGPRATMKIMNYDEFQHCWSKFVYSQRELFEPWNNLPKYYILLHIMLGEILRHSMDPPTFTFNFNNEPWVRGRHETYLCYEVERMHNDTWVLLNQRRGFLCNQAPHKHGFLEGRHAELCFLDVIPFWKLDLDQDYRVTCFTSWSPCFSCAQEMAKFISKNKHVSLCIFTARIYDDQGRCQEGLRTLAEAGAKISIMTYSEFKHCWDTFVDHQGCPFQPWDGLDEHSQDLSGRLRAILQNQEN
mIAP act: increases mouse intestinal alkaline phosphatase activity; muIAP, CDP-Star luminescence, 30 min; hits give high values; 1 = vehicle-only enzyme signal, 0 = enzyme-free wells; activation factor at 10 µM; 330,000 tested, 0.24% active;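 active = activation factor of at least 2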; also: the source names both 10 and 20 µM as test concentration; values of inactives mirror those of a sister screen read the other way
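System: mouse IAP enzyme. Reagent: CDP-Star chemiluminescent phosphatase substrate. Benchmarks: DMSO wells, no-enzyme wells. Times: 30 min enzyme-substrate-compound incubation at room temperature. Detection: luminescence from enzymatic CDP-Star hydrolysis. Doses: test compounds delivered from DMSO solution.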
APOBEC3A inh: inhibitors of human APOBEC3A DNA deaminase | AID 493011 | recombinant A3A, FAM/TAMRA ssDNA deamination fluorescence | 330,000 tested, 0.41% active | inhibition, % at 20 µM;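 active = at least 40% inhibition at 20 µM here, with at most 30% in a related deaminase screen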;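 also: plate controls were A3A with DMSO for no effect and wells lacking A3A enzyme for full effect; some results filed as inactive read as strong as hits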
Target sequence (P31941 whole entry, looked up): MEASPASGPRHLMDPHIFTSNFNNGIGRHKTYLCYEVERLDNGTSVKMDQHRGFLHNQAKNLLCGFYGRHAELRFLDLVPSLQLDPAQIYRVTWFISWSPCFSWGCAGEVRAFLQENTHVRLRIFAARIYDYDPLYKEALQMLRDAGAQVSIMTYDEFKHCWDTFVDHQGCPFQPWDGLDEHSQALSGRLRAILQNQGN
mIAP inh: mouse IAP inhibition. purified mouse IAP, CDP-Star luminescence, 30 min. inhibition, % at 10 µM. 330,000 tested, 0.2% active. AID 2806;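 active = inhibition of at least 40% at 10 µM in the primary screen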;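 also: plate controls were DMSO with enzyme for no effect and no enzyme wells for full effect; values of inactives mirror those of a sister screen read the other way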
MIN6 prolif: induces beta-cell replication in MIN6 cells; MIN6 cells proliferation, ATPlite luminescence, 48 h; cells starved in 0.2% serum; 100% = growth in 10% serum; 330,000 tested, 0.29% active; proliferation, % at 10 µM;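 active = compounds whose signal lies at least 3.5 SD above the mean of all wells on their plate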;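 also: 0% = DMSO-treated cells in low-serum medium and 100% = 10% serum control; some compounds called inactive have numbers as strong as hits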
TIM10 inh: inhibits growth of TIM10 yeast strain; S. cerevisiae TIM10 strain growth, BacTiter-Glo luminescence, 24 h; inhibition, % at 10 µM; 330,000 tested, 1.4% active;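 active = inhibition of 40% or more at the single tested concentration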;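 also: wild-type TIM10 isogenic control strain grown at permissive 25 °C; 0% = DMSO yeast wells and 100% = minimal medium wells without yeast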
tim10-1 inh: growth inhibitors of tim10-1 mutant yeast; S. cerevisiae tim10-1 ts strain growth, BacTiter-Glo, 24 h; inhibition, % at 20 µM; 330,000 tested, 2.2% active; AID 463190;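 active = inhibition of at least 40%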;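 also: mutant grown at 25 °C; 0% = DMSO wells with yeast and 100% = wells holding no yeast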
* hit, by the source's call.

SMILES | hIAP inh | NALP3 yeast inh | A3G deaminase | mIAP act | APOBEC3A inh | mIAP inh | MIN6 prolif | TIM10 inh | tim10-1 inh
COc1ccc(C(C(=O)NC2CCCCC2)N(Cc2ccco2)C(=O)c2snc(C(N)=O)c2N)cc1 (stereo not given) | -5 | 8 | -11 | 0.91 | -4 | 9 | 4 | 12 | 20
COc1ccc(S(=O)(=O)N2CCCCC2)cc1NCC(=O)Nc1ccc(C)cc1 | -10 | -6 | 0 | 1.2 | 4 | -22 | -3 | -17 | 1
COc1ccc(NCc2nnc(SCC#N)n2-c2ccccc2OC)cc1 | -11 | 13 | 0 | 1 | 4 | -2 | -3 | -12 | 21
CS(=O)(=O)c1ccc2nc(NC(=O)CN3C(=O)C4CC=CCC4C3=O)sc2c1 (stereo not given) | -15 | 11 | -8 | 1.1 | -6 | -13 | -3 | 4 | -6
COc1ccc(C(=O)C2CCCN(C(=O)c3cccc(N4CCCC4=O)c3)C2)cc1OC (stereo not given) | -16 | 0 | -4 | 1 | -3 | -1 | -2 | 7 | 10
CCN(CC)C(=O)[C@H]1CC(CC(=O)NCc2ccco2)C(=O)N2CCc3c([nH]c4ccccc34)[C@]12C (stereo not given in full) | 2 | 10 | -5 | 1.1 | -2 | -5 | -1 | 9 | 5
C=CCC[C@@H](Cc1ccc(F)cc1)C(=O)OC[C@H](Cc1c[nH]c2ccccc12)NC(=O)[C@H](CC=C)CC(=O)N(CCO)Cc1ccccc1 | -13 | 1 | -9 | 1.1 | -5 | -11 | -5 | 9 | 9
O=C(COC(=O)CNC(=O)C1CCCCC1)Nc1ccccc1OC(F)F | -4 | 5 | -3 | 1.1 | 2 | -6 | -3 | 8 | -5
CC(=O)c1cccc(-n2nnnc2SCC(=O)Nc2cccc(NC(=O)c3ccco3)c2)c1 | 6 | 7 | -6 | 0.63 | -1 | 37 | 2 | -4 | 7
CC(C)(NS(=O)(=O)OCC(Cl)(Cl)Cl)c1ccccc1 | 3 | 27 | -8 | 0.97 | -5 | 3 | -6 | 21 | 14
Cc1ccccc1N(C(=O)Cn1nnc(-c2cccs2)n1)C(C(=O)NCCC(C)C)c1ccco1 (stereo not given) | -1 | 14 | -3 | 0.98 | 2 | 2 | -1 | 18 | 23
O=C(Nc1ccc2c(c1)OCO2)C(c1ccccc1)N1CCN(C(=O)c2ccco2)CC1 (stereo not given) | -9 | 15 | -2 | 1 | 1 | -3 | -2 | -10 | 19
O=C1C[C@H](c2ccc(O)cc2)Oc2cc(O[C@@H]3O[C@H](CO)[C@@H](O)[C@H](O)[C@H]3O)cc(O[C@@H]3O[C@H](CO)[C@@H](O)[C@H](O)[C@H]3O)c21 | 10 | 0 | -7 | 1 | 0 | -5 | 0 | -5 | -14
COc1ccccc1C1C(C(=O)c2sc(C)nc2C)=C(O)C(=O)N1CCN1CCOCC1 (stereo not given) | 1 | 17 | -4 | 1 | -3 | 0 | -2 | -10 | 12
O=C(c1cc(-c2ccc(F)cc2)on1)N1CCCCCC1 | -13 | 5 | -3 | 1 | -8 | -3 | -1 | -12 | -6
CC(=O)c1c(C)[nH]c(C(=O)Nc2cccc(C)n2)c1C | -12 | 5 | -1 | 1 | -2 | -2 | -5 | 4 | -1
C[C@@H]1NC(=O)c2cc([N+](=O)[O-])cc(F)c2NCCC[C@@H](C(N)=O)NC(=O)[C@H](CC(N)=O)NC1=O | -3 | 19 | -2 | 1 | 2 | -4 | -2 | -4 | -9
Cc1ccc(NC(=S)N(CCCN2CCOCC2)Cc2ccco2)cc1 | 6 | 6 | -3 | 0.97 | 4 | 3 | -1 | -1 | 11
CSc1cccc(NC(=S)N2CCC(N(C)C3CCCCC3)CC2)c1 | -8 | 1 | -6 | 1.1 | 2 | -9 | -2 | -6 | -16
CC1CN(C(=S)NC2CCCC2)CC(C)O1 (stereo not given) | 0 | 8 | -3 | 0.98 | -2 | 2 | -1 | -9 | -12
Cc1ccc(-c2nc(SCC(=O)NCC3CCCO3)c(-c3ccccc3)[nH]2)cc1 (stereo not given) | -8 | 6 | 8 | 0.98 | 0 | 2 | -4 | 16 | 26
Cc1cccc(NC(=S)N(CCCN(C)C)Cc2cc3cc4c(cc3[nH]c2=O)OCO4)c1 | -11 | 0 | -9 | 0.95 | -1 | 5 | -3 | 21 | 16
O=C(CN1C(=O)NC2(CCCC2)C1=O)NNC(=O)c1ccc(Br)cc1 | 8 | 8 | -4 | 0.97 | -1 | 3 | 2 | -2 | -26
CC(=O)c1ccc(N2CCN(C(=O)CCS(=O)(=O)c3ccc4c(c3)NC(=O)CS4)CC2)cc1 | -10 | -3 | 0 | 1 | 3 | 0 | -2 | 2 | -5
COC(=O)c1ccc(NC(=O)CSc2nnc(COc3c(C)cccc3C)o2)cc1 | -4 | 19 | -2 | 0.91 | 0 | 9 | -1 | -18 | 9
SMILES | hIAP inh | NALP3 yeast inh | A3G deaminase | mIAP act | APOBEC3A inh | mIAP inh | MIN6 prolif | TIM10 inh | tim10-1 inh
Cc1nc2ccc(C(=O)N/N=C/c3ccccc3O)cc2[nH]1 | -65 | 16 | 3 | 1.1 | 2 | -6 | 0 | 1 | 31
CCN(CC)c1ccc(C(=O)NNC(=O)C2CSC3(C)CCC(=O)N23)cc1 (stereo not given) | -9 | 24 | -8 | 1.2 | -3 | -17 | 0 | 1 | -6
O=C(CSc1nc2ccccc2[nH]1)NC1CCS(=O)(=O)C1 (stereo not given) | -18 | 3 | 1 | 0.97 | -1 | 3 | -2 | 5 | -4
CC(=O)Nc1ccc(NC(=O)C(C)OC(=O)c2ccc(C)s2)cc1 (stereo not given) | 7 | 16 | -2 | 1 | 5 | -5 | 5 | -8 | 18
COc1ccc(NC(=O)CSc2nc3[nH]ncc3c(=O)[nH]2)cc1OC | 2 | 24 | -9 | 0.93 | -3 | 8 | 0 | 7 | -8
Cc1ccc(/C=C(\NC(=O)c2ccccc2)C(=O)NC(Cc2ccccc2)C(=O)O)cc1 (stereo not given) | -1 | 3 | -4 | 1 | -3 | -3 | -1 | -1 | 19
N#C/C(=C\c1ccncc1)C(N)=O | -13 | 5 | -3 | 0.98 | -2 | 2 | 2 | -4 | 15
CC(CC(=O)N1CCN(C(=O)c2ccccc2)CC1)c1ccccc1 (stereo not given) | -21 | -1 | -6 | 0.97 | -1 | 2 | 0 | -15 | 15
CCCCOc1ccc(Cl)cc1CSc1n[nH]c(C)n1 | -39 | 13 | -3 | 0.95 | 0 | 5 | -3 | 7 | 36
CCN1CCCC1CNCC(=O)Nc1ccc(OC(F)(F)F)cc1 (stereo not given) | -20 | -5 | 4 | 0.93 | 2 | 7 | -2 | -20 | -4
CC1CCN(c2nc3ccc(C(=O)NCCCN4CCCCC4C)cc3s2)CC1 (stereo not given) | 11 | 22 | -8 | 1.3 | 1 | -25 | -4 | 1 | -26
COc1ccc(CC(=O)OCn2nnc3ccccc3c2=O)cc1OC | -2 | 8 | 2 | 0.98 | 8 | 2 | -3 | 9 | 20
CC(C)(CO)NC(=O)C(c1ccccc1)c1ccccc1 | 0 | 4 | -10 | 1.1 | -1 | -6 | -1 | -13 | -10
CCC(C)(C)C1CCC(=NNS(=O)(=O)c2ccc(C)c([N+](=O)[O-])c2)CC1 (stereo not given) | -3 | 0 | -9 | 1.1 | -3 | -5 | -3 | -3 | -4
CCCCC(=O)Nc1nc2c(s1)COc1ccccc1-2 | 4 | 31 | -7 | 1.2 | 0 | -18 | 0 | 20 | 10
c1ccc(Cn2ncc3c(N4CCCCC4)ncnc32)cc1 | 1 | 15 | -3 | 0.91 | -1 | 9 | -3 | 10 | 16
COc1ccc(NC(=O)CN2CCN(S(=O)(=O)c3ccc(C(C)C)cc3)CC2)cc1OC | -10 | 13 | -8 | 1.1 | -4 | -12 | -2 | 13 | 19
CNNC(=S)NC1CC2CC1C1C=CCC21 (stereo not given) | 6 | 23 | -3 | 0.96 | -2 | 4 | -3 | 5 | 3
CCC(C)NC(=O)Cn1c(=O)n(CCCCCC(=O)Nc2ccccc2)c(=O)c2sccc21 (stereo not given) | -5 | 11 | -7 | 1 | -2 | -3 | 0 | -24 | 19
COc1cc(C(=O)Nc2cccc(C)n2)ccc1OCC(=O)N1CCOCC1 | -23 | 2 | -8 | 1.1 | -3 | -12 | 6 | 2 | -17
FC(F)(F)c1ccc2c(c1)[nH]c(=S)n2C1CC1 | -33 | 4 | -2 | 1.1 | -10 | -13 | 0 | 0 | 19
CC(C)(C)n1ncc2c(=O)n(CC(=O)N3CCCCC3)cnc21 | 8 | -5 | -3 | 1.1 | 4 | -6 | -3 | -1 | -2
NC(=O)COc1ncnc2scc(-c3ccc(F)cc3)c12 | -10 | -4 | -6 | 1.1 | 1 | -8 | 1 | 8 | 14
CC(C)(C)OC(=O)N1CCC(CC2CC(c3ccc(Cl)cc3)=NO2)(C(=O)NCC2CCCCC2)CC1 (stereo not given) | 22 | 19 | -12 | 1.5 | -7 | -50 | -9 | 13 | 14
CCC1(c2ccc(F)cc2)NC(=O)N(CC(=O)Nc2ccc(C(N)=O)cc2)C1=O (stereo not given) | -3 | -8 | -5 | 1 | 0 | -4 | 1 | -13 | -4
SMILES | hIAP inh | NALP3 yeast inh | A3G deaminase | mIAP act | APOBEC3A inh | mIAP inh | MIN6 prolif | TIM10 inh | tim10-1 inh
O=C(O)CC1(CC(=O)NCc2ccncc2)CCCCC1 | -10 | 14 | -5 | 1 | -1 | 0 | -3 | 13 | 1
CCCN(C1CCS(=O)(=O)C1)S(=O)(=O)c1ccc2ccccc2c1 (stereo not given) | -7 | 10 | -1 | 1.1 | 5 | -6 | -4 | 4 | 19
O=C(Nc1ccon1)c1cc(-c2ccccc2)nc2ccccc12 | 22 | 25 | -1 | 0.95 | -1 | 5 | -1 | 12 | 25
COc1ccccc1N1CCN(C(=O)c2cccc(S(=O)(=O)Nc3ccccc3F)c2)CC1 | 11 | 19 | -10 | 0.96 | -6 | 4 | -2 | -4 | 3
Cc1ccc(S(=O)(=O)N(C)C)cc1NC(=O)COC(=O)/C=C/c1ccc(F)cc1 | -4 | 3 | -6 | 0.98 | 2 | 2 | -2 | -3 | -8
CCC(C)(C)n1nnnc1C(c1cc2cc(OC)ccc2[nH]c1=O)N1CCc2ccccc21 (stereo not given) | 27 | 10 | -5 | 0.92 | 0 | 8 | -4 | 22 | 24
CN(Cc1cccnc1)C(=O)CCCc1c[nH]c2ccccc12 | -8 | 11 | -8 | 1 | -5 | 0 | -2 | 10 | -19
CCCSc1nnc(NC(=O)c2ccco2)s1 | -10 | 33 | -4 | 1.1 | 0 | -8 | -4 | 24 | 10
CCc1ccc(OC(C)C(=O)N(Cc2ccccc2)C2CCS(=O)(=O)C2)cc1 (stereo not given) | -13 | 16 | -6 | 0.97 | 0 | 2 | 2 | -3 | 17
Cc1cccc(C(=O)Oc2cc(C)[nH]c(=O)c2[N+](=O)[O-])c1 | 13 | 21 | -7 | 1 | -6 | 0 | 7 | -8 | -9

Complete entries, looked up by structure. Screens in order: hIAP inh, NALP3 yeast inh, A3G deaminase, mIAP act, APOBEC3A inh, mIAP inh, MIN6 prolif, TIM10 inh, tim10-1 inh
CCc1ccc(OC(C)C(=O)N(Cc2ccccc2)C2CCS(=O)(=O)C2)cc1 (stereo not given) across the screens: -13, 16, -6, 0.97, 0, 2, 2, -3, 17
CCC(C)(C)n1nnnc1C(c1cc2cc(OC)ccc2[nH]c1=O)N1CCc2ccccc21 (stereo not given) across the screens: 27, 10, -5, 0.92, 0, 8, -4, 22, 24
